NR2E3 ag-1 – agonists of human nuclear receptor NR2E3. GST-NR2E3/biotin-RetCOR TR-FRET, 1536-well. inhibition of corepressor binding, % at 4.78 µM. 0.12% of 320,000 active. AID 2300;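 active means percent inhibition above the cutoff of mean plus 3 SD of all tested compounds, set per screening campaign, cut at about 20% in these data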;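 further: 0% = DMSO wells and 100% = biotin wells as full block of FRET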
Target sequence (Q9Y5X4 whole entry, looked up): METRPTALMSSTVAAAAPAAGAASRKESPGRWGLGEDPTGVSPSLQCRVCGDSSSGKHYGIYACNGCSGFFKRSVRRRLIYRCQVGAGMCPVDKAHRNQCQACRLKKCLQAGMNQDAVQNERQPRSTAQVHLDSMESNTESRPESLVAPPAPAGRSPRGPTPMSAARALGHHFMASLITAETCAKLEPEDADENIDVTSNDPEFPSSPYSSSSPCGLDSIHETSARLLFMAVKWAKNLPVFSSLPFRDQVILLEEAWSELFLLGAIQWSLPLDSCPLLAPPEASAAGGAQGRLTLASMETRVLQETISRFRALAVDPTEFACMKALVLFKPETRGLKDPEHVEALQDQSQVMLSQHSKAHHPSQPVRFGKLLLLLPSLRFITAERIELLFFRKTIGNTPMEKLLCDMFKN
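Material: NR2E3–RetCOR corepressor complex | Quantity: 1.35 nM GST-tagged NR2E3 final | Schedule: 5 h at 4 °C | Replication: Singlicate compound wells | Reagent: RetCOR corepressor, biotinylated, 7 nM | Controls: Biotin wells as high control, 0.6% DMSO wells as low control | Signal: TR-FRET, Eu(K)-anti-GST donor, streptavidin-D2 acceptor, ex 340, em 617/671 nm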
CaV13 FRET inh – Disruptors of the CACNA1D IQ motif to Ca2+-dependent inactivation inhibitor domain association, primary screening, Förster resonance energy transfer in intact living …; inhibition, % at 12.3 µM; HEK cells, CFP/YFP FRET ICDI-IQ, plate reader, 10 min; percent FRET-ratio fall versus neutral wells; AID 743397; 0.098% of 340,000 active;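 active means mean replicate inhibition of at least 30% and at least 1% of replicates passing that level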;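 further: 0% = median of the neutral control wells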
Cardio protect – myocardial damage modulation in H9c2 cells; AID 588492; H9c2 cardiomyocytes, H2O2 injury protection, ATPLite, 2 h; protection from H2O2 cell death, % at 20 µM; 0.63% of 360,000 active;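 active means compounds giving at least 50% protection of heart cells from peroxide-induced death in the single-dose screen, raw or plate-pattern-corrected value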;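 further: 0% = DMSO wells with peroxide and 100% = DMSO wells without peroxide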
Peg3 promoter – reduces Peg3 promoter-driven luciferase expression in HeLa. HeLa PEG-Prom luciferase reporter, luminescence, overnight. inhibition, % at 20 µM. 1.7% of 360,000 active. AID 588405;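 active means inhibition of at least 50% at 20 µM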
HIF-2a inh – inhibitors of HIF-2a | inhibition, % at 18.8 µM | 0.72% of 360,000 active | 786-0 RCC cells HIF-2a reporter, luciferase luminescence, overnight;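 active means inhibition of the luminescence signal of 40% or more relative to plate controls, in a single-dose primary screen at 18.75 µM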
TRPM1 prom inh – reduces MITF-dependent TRPM1 promoter luciferase signal; AID 488899; 0.83% of 330,000 active; SK-MEL-5 TRPM1 promoter luciferase, 24 h; inhibition, % at 12.5 µM;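 active means mean inhibition across replicates of 60% or more, whatever share of single replicates reaches that level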; further: values of inactives mirror those of a sister screen read the other way
hiPSC survival – enhancers of human iPSC single-cell survival; hiPSC single-cell survival, ATPlite luminescence; 100% = ROCK inhibitor wells, 0% = DMSO; survival enhancement, % at 20 µM; 0.044% of 360,000 active; in the data active means survival enhancement above about 18%;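 further: cells exposed to compounds for 16 hours before the ATP read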
NR2E3 ag-2 – agonists of human NR2E3 nuclear receptor; Q9Y5X4; 0.35% of 360,000 active; AID 602229; CHO-S Gal4-NCOR/VP16-NR2E3 two-hybrid, luciferase; inhibition of corepressor binding, % at 3.98 µM;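 active means inhibition above the mean of all tested compounds plus 3 SD, cut at about 70% in these data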;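 further: 0% = DMSO with NR2E3 transfected cells and 100% = cells lacking NR2E3 construct; higher means lower luciferase signal from less NR2E3 corepressor binding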
PDI inh – inhibitors of human protein disulfide isomerase; P07237; PDI insulin aggregation turbidity, A650, 90 min; inhibition, % at 10 µM; 0.052% of 350,000 active; AID 588391;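 active means mean inhibition across replicates of 30% or more, whatever share of single replicates reach that level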;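 further: absorbance from insulin aggregation driven by PDI reduction with DTT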
Target sequence (P07237 whole entry, looked up): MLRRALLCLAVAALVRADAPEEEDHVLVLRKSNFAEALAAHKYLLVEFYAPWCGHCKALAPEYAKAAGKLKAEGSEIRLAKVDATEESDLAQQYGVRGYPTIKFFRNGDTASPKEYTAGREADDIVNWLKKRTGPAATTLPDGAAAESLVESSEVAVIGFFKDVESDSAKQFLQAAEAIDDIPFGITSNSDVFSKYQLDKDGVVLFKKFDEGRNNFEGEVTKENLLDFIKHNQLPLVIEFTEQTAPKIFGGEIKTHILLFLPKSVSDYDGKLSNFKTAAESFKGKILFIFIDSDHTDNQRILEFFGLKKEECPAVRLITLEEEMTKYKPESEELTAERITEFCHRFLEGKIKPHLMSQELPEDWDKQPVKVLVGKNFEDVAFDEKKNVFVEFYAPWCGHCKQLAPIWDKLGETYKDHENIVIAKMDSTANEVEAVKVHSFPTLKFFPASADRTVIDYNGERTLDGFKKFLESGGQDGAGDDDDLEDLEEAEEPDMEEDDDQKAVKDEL
Shn3 inh set2 – Schnurri-3 reporter inhibition in Clone20 osteoblasts. Clone20 osteoblast Shn3 3'UTR firefly luciferase, 24 h. inhibition, % at 12.5 µM. 0.52% of 360,000 active;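 active means mean inhibition of at least 75% with every replicate also reaching 75%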;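 further: 0% = median of neutral control wells and 100% = pilot-screen positive control compound; some compounds past the cut are filed as inactive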
HTR2A ag – activates the mouse 5-HT2A serotonin receptor; P35363; CHO-K1 mHTR2A beta-arrestin complementation, luminescence; percent of 30 µM serotonin response; activation, % at 7.6 µM; 0.66% of 360,000 active;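 active means activation above a run cutoff, the mean activation of all tested compounds plus 3 SD, cut at about 14% in these data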;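 further: 0% = plate median of compound wells and 100% = 30 µM serotonin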
* hit, by the source's call; & = joins results of further samples. Rows are unselected; 3.9% or so of the library scored in one or more.

O=C(N/N=C/c1cccs1)C1COc2ccccc2O1 (configuration not stated) was read as NR2E3 ag-1 -2, CaV13 FRET inh -2, Cardio protect 4, Peg3 promoter 6, HIF-2a inh -44, TRPM1 prom inh -1, hiPSC survival 0.2, NR2E3 ag-2 -28, PDI inh 1, Shn3 inh set2 7 and HTR2A ag -5.
For COc1ccc(N2C(=O)C(F)(F)C2c2ccc(C)cc2)cc1OC (configuration not stated) the results were NR2E3 ag-1 -1, CaV13 FRET inh -2, Cardio protect -5, Peg3 promoter 7, HIF-2a inh 15, TRPM1 prom inh 15, hiPSC survival 0.4, NR2E3 ag-2 -19, PDI inh 7, Shn3 inh set2 -4 and HTR2A ag -1.
CCOC(=O)CCCCCC(=O)Nc1ccc2c(c1)CC(=O)N([C@H](C)CO)C[C@H](C)[C@H](CN(C)S(=O)(=O)c1ccc(OC)cc1)O2 was read as CaV13 FRET inh -6, Cardio protect -2, Peg3 promoter 0, HIF-2a inh 12, TRPM1 prom inh 2, hiPSC survival -0.5, NR2E3 ag-2 -50, PDI inh 2, Shn3 inh set2 11 and HTR2A ag -2.
COc1cc(C(=O)N(Cc2ccc(F)cc2)C2CCS(=O)(=O)C2)cc(OC)c1OC (configuration not stated) was read as NR2E3 ag-1 -3, CaV13 FRET inh -4, Cardio protect 1, Peg3 promoter -8, HIF-2a inh 17, TRPM1 prom inh 20, hiPSC survival -0.5, NR2E3 ag-2 27, PDI inh -8, Shn3 inh set2 -1 and HTR2A ag 2.
O=C1NC(=O)C(c2ccccc2)(c2ccccc2)N1 was read as NR2E3 ag-1 4&6, CaV13 FRET inh -5&-7&-6, Cardio protect 20&12, Peg3 promoter 4&8, HIF-2a inh 1&1, TRPM1 prom inh 4&12, hiPSC survival 0.9&-2.1, NR2E3 ag-2 -25&-5, PDI inh -7&-2, Shn3 inh set2 -6&-23 and HTR2A ag 4&4.
For O=C(NCc1cccc(CNC(=O)Nc2cccc(O)c2)c1)Nc1cccc(O)c1 the results were NR2E3 ag-1 -4, CaV13 FRET inh -20, Cardio protect 2, Peg3 promoter 18, HIF-2a inh 7, TRPM1 prom inh 7, hiPSC survival -0.6, NR2E3 ag-2 2, PDI inh -5, Shn3 inh set2 -2 and HTR2A ag 1.
`O=C(COC(=O)C1=COCCO1)Nc1cccc(S(=O)(=O)N2CCOCC2)c1` gave NR2E3 ag-1 2, CaV13 FRET inh -3, Cardio protect 5, Peg3 promoter 2, HIF-2a inh 12, TRPM1 prom inh -6, hiPSC survival -0.4, NR2E3 ag-2 7, PDI inh -3, Shn3 inh set2 6 and HTR2A ag -9.
`COc1ccccc1CN1CC(C(=O)NCC2CCCO2)CC1=O` (configuration not stated) gave NR2E3 ag-1 5, CaV13 FRET inh -8, Cardio protect 6, Peg3 promoter 1, HIF-2a inh 10, TRPM1 prom inh 4, hiPSC survival -1.6, NR2E3 ag-2 -11, PDI inh 2, Shn3 inh set2 11 and HTR2A ag 3.
For Cc1ccc(-n2nc3c(c2NC(=O)c2ccc4c(c2)OCO4)CS(=O)(=O)C3)cc1C the results were NR2E3 ag-1 -2, CaV13 FRET inh -5, Cardio protect -1, Peg3 promoter 2, HIF-2a inh 13, TRPM1 prom inh -1, hiPSC survival 0.8, NR2E3 ag-2 2, PDI inh 0, Shn3 inh set2 11 and HTR2A ag 1.
`Cc1ccc(OCCSc2ncnc3nc[nH]c23)cc1` gave NR2E3 ag-1 0, Cardio protect -18, Peg3 promoter -279, HIF-2a inh -214, TRPM1 prom inh -85, hiPSC survival 2.0, NR2E3 ag-2 -84, PDI inh -6, Shn3 inh set2 -20 and HTR2A ag 0.
Screening COc1ccccc1CNS(=O)(=O)c1cc2c3c(c1)CCN3C(=O)CC2 returned NR2E3 ag-1 -3, CaV13 FRET inh -6, Cardio protect -10, Peg3 promoter 3, HIF-2a inh 9, TRPM1 prom inh 8, hiPSC survival 0.8, NR2E3 ag-2 15, PDI inh 25, Shn3 inh set2 22 and HTR2A ag 4.
`O=C(CCN1C(=O)/C(=C/C=C/c2ccccc2)SC1=S)Nc1ccccn1` gave NR2E3 ag-1 1, CaV13 FRET inh -4, Cardio protect -2, Peg3 promoter -19, HIF-2a inh 39, TRPM1 prom inh 23, hiPSC survival -0.6, NR2E3 ag-2 -5, PDI inh 1, Shn3 inh set2 -9 and HTR2A ag 5.
For COc1ccc(NC(=O)CN(C)C(=O)c2sc3ccccc3c2Cl)cc1 the results were NR2E3 ag-1 0, CaV13 FRET inh -2, Cardio protect -2, Peg3 promoter -11, HIF-2a inh -29, TRPM1 prom inh -21, hiPSC survival -0.4, NR2E3 ag-2 -11, PDI inh 7, Shn3 inh set2 10 and HTR2A ag 8.
Screening COc1ccc(C2CC(c3cccs3)=NN2C(=O)COC(=O)c2cncc(Br)c2)cc1OC (configuration not stated) returned NR2E3 ag-1 -4, CaV13 FRET inh -2, Cardio protect 2, Peg3 promoter -6, HIF-2a inh 11, TRPM1 prom inh 9, hiPSC survival 0.7, NR2E3 ag-2 -32, PDI inh 0, Shn3 inh set2 -11 and HTR2A ag 1.
CC(C)NC(=O)Nc1ccc2c(c1)C(=O)N([C@H](C)CO)C[C@H](C)[C@@H](CN(C)S(C)(=O)=O)O2 was read as CaV13 FRET inh -6, Cardio protect 0, Peg3 promoter 7, HIF-2a inh 14, TRPM1 prom inh 2, hiPSC survival -1.3, NR2E3 ag-2 21, PDI inh 1, Shn3 inh set2 -47 and HTR2A ag -1.
COc1ccc(CNC(=O)COC(=O)CCOc2ccc(C)cc2)cc1OC was read as NR2E3 ag-1 2, CaV13 FRET inh -6, Cardio protect -5, Peg3 promoter 8, HIF-2a inh 14, TRPM1 prom inh -5, hiPSC survival -0.3, NR2E3 ag-2 -35, PDI inh -7, Shn3 inh set2 5 and HTR2A ag 4.
COc1cccc(CC(=O)N[C@@H](CCSC)c2nc3ccccc3[nH]2)c1 was read as NR2E3 ag-1 -2, CaV13 FRET inh -7, Cardio protect 0, Peg3 promoter 21, HIF-2a inh 22, TRPM1 prom inh -4, hiPSC survival -0.3, NR2E3 ag-2 14, PDI inh 16, Shn3 inh set2 2 and HTR2A ag 1.
Screening O=C(c1cnc2c(c1)COc1ccc(Cl)cc1-2)c1ccccc1O returned NR2E3 ag-1 2, CaV13 FRET inh 1, Cardio protect -20, Peg3 promoter -46, HIF-2a inh 15, TRPM1 prom inh -6, hiPSC survival -3.4, NR2E3 ag-2 14, PDI inh 7, Shn3 inh set2 1 and HTR2A ag 3.
CN(C)S(=O)(=O)c1ccc(Cl)c(NC(=O)COC(=O)CN2C(=O)C3CCCCC3C2=O)c1 (configuration not stated) was read as NR2E3 ag-1 -3, CaV13 FRET inh 0, Cardio protect -7, Peg3 promoter 11, HIF-2a inh 16, TRPM1 prom inh 9, hiPSC survival -0.3, NR2E3 ag-2 3, PDI inh -5, Shn3 inh set2 9 and HTR2A ag -2.
`COc1ccc(NC2CCCN(C(=O)c3cccnc3)C2)cc1` (configuration not stated) gave NR2E3 ag-1 -1, CaV13 FRET inh -6, Cardio protect 2, Peg3 promoter 8, HIF-2a inh 7, TRPM1 prom inh 7, hiPSC survival 0.4, NR2E3 ag-2 -30, PDI inh 4, Shn3 inh set2 34 and HTR2A ag 1.
O=C(O)COCc1nc2ccccc2[nH]1 was read as NR2E3 ag-1 -1, Cardio protect -5, Peg3 promoter 19, HIF-2a inh 12, TRPM1 prom inh -5, hiPSC survival 0.1, NR2E3 ag-2 -18, PDI inh 1, Shn3 inh set2 21 and HTR2A ag 3.
For O=C(N/N=C\c1ccc(Cl)cc1)c1sccc1-n1cccc1 the results were NR2E3 ag-1 -3, Cardio protect -6, Peg3 promoter -62, HIF-2a inh -209, TRPM1 prom inh -8, hiPSC survival -3.5, NR2E3 ag-2 -15, PDI inh 21, Shn3 inh set2 -8 and HTR2A ag 3.
For CCCC(O)(CCN(C)C)c1ccc(OC)cc1 (configuration not stated) the results were NR2E3 ag-1 1, Cardio protect 12, Peg3 promoter -9, HIF-2a inh 10, TRPM1 prom inh 0, hiPSC survival -1.3, NR2E3 ag-2 -21, PDI inh 16, Shn3 inh set2 -62 and HTR2A ag -4.
`Cc1ccccc1CSCCNC(=O)CN(c1ccc2c(c1)OCO2)S(C)(=O)=O` gave NR2E3 ag-1 -2, CaV13 FRET inh -4, Cardio protect -4, Peg3 promoter 12, HIF-2a inh -13, TRPM1 prom inh -3, hiPSC survival -1.0, NR2E3 ag-2 -19, PDI inh -2, Shn3 inh set2 0 and HTR2A ag -3.
Screening COc1cccc2cc3c(=O)n(-c4ccccc4)nc-3oc12 returned NR2E3 ag-1 1, CaV13 FRET inh -6, Cardio protect 0, Peg3 promoter -2, HIF-2a inh 1, TRPM1 prom inh 12, hiPSC survival -5.4, NR2E3 ag-2 -25, PDI inh -5, Shn3 inh set2 -19 and HTR2A ag -3.
Screening C[C@H]1CN([C@@H](C)CO)C(=O)c2cc(Br)cnc2O[C@@H]1CN(C)C(=O)C1CCC1 returned CaV13 FRET inh -4, Cardio protect 6, Peg3 promoter -4, HIF-2a inh 7, hiPSC survival 1.3, NR2E3 ag-2 9, PDI inh -1, Shn3 inh set2 -10 and HTR2A ag 6.
`CCOC(=O)C1CCCN(S(=O)(=O)c2cc(C(=O)OC)n(C)c2)C1` (configuration not stated) gave NR2E3 ag-1 3, CaV13 FRET inh -6, Cardio protect -27, Peg3 promoter 10, HIF-2a inh -4, hiPSC survival -0.9, NR2E3 ag-2 21, PDI inh 1, Shn3 inh set2 53 and HTR2A ag 1.
Screening COc1cc(NC(=O)c2ccnc(N)c2)cc(C(=O)Nc2cccc(C(F)(F)F)c2)c1 returned NR2E3 ag-1 3, CaV13 FRET inh -9, Cardio protect 10, Peg3 promoter -51, HIF-2a inh -113, TRPM1 prom inh -25, hiPSC survival -4.1, NR2E3 ag-2 -22, PDI inh -1, Shn3 inh set2 -2 and HTR2A ag -2.
For Cc1nc2nc(-c3ccccc3)[nH]n2c(=O)c1Cc1ccccc1 the results were NR2E3 ag-1 1, CaV13 FRET inh -2, Cardio protect -8, Peg3 promoter -93, HIF-2a inh -127, TRPM1 prom inh -2, hiPSC survival 0.9, NR2E3 ag-2 -47, PDI inh -7, Shn3 inh set2 -36 and HTR2A ag 3.

Pulled one by one from the entries so far (2):
For Cc1nc2nc(-c3ccccc3)[nH]n2c(=O)c1Cc1ccccc1 the results were NR2E3 ag-1 1, CaV13 FRET inh -2, Cardio protect -8, Peg3 promoter -93, HIF-2a inh -127, TRPM1 prom inh -2, hiPSC survival 0.9, NR2E3 ag-2 -47, PDI inh -7, Shn3 inh set2 -36 and HTR2A ag 3.
`CCOC(=O)C1CCCN(S(=O)(=O)c2cc(C(=O)OC)n(C)c2)C1` (configuration not stated) gave NR2E3 ag-1 3, CaV13 FRET inh -6, Cardio protect -27, Peg3 promoter 10, HIF-2a inh -4, hiPSC survival -0.9, NR2E3 ag-2 21, PDI inh 1, Shn3 inh set2 53 and HTR2A ag 1.

Source: PubChem
